# High-throughput results (PubChem)
# Dicer inh: inhibitors of Dicer pre-microRNA processing, primary screen, biochemical, cat-ELCCA, chemiluminescence | cat-ELCCA pre-miR-21 Dicer processing; stronger effect = higher value | z-score at 25 µM | 47,000 compounds, 6% hits | AID 1347074, 2019; in the data active = z-score above about 3, passing the limit was not always enough;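 note: plate controls were vehicle for no effect and no enzyme for full effect; higher signal means more uncleaved substrate so more Dicer inhibition; strong numbers were not always called active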
# An asterisk follows results filed as active; & = joins results of further samples. The list is partial. The share of hits here may be higher or lower than overall.
SMILES,Dicer inh
C[C@H]1c2cccc(O)c2C(O)=C2C(=O)[C@]3(O)C(O)=C(C(N)=O)C(=O)[C@@H](N(C)C)[C@@H]3[C@@H](O)[C@@H]21,-0.88
CCC(=O)Nc1cc(C(C)(C)C)on1,-0.77
O=C(c1ccccc1)c1ccc2n1CCC2C(=O)O (stereo not given),-0.22
CCCCN(CCCC)CC(O)c1cc(Cl)cc2c1-c1ccc(Cl)cc1/C2=C/c1ccc(Cl)cc1 (stereo not given),-4.99
CC1CCc2c(N3CCC(O)CC3)c(F)cc3c(=O)c(C(=O)O)cn1c23 (stereo not given),0.46
COc1cc(C)nc(-n2nc(C)cc2OC)n1,0.16
C#C[C@]1(O)CC[C@H]2[C@@H]3CCC4=CC(=O)CC[C@@H]4[C@H]3CC[C@@]21CC,-1.21
CC(C)(CO)[C@@H](O)C(=O)NCCCO,1.7
CCOC(=O)Nc1ccc2c(c1)N(C(=O)CCN1CCOCC1)c1ccccc1S2,1.81
C[C@]12CC[C@H]3C(=CCc4cc(O)ccc43)[C@@H]1CCC2=O,-0.82
CC[C@]12CCCN3CCc4c(n(c5ccccc45)[C@@](O)(C(=O)OC)C1)[C@@H]32,-0.33
Cc1ccsc1/C=C/C1=NCCCN1C,0.45
CCC(Cc1c(I)cc(I)c(N)c1I)C(=O)O (stereo not given),-0.32
OCCOCCN1CCN(C(c2ccccc2)c2ccc(Cl)cc2)CC1 (stereo not given),-0.7
CN(C)C(=N)N=C(N)N,-0.18
CCN(CC)CCOC(=O)C(c1ccccc1)c1ccccc1,0.37
CCOC(=O)Nc1ccc(NCc2ccc(F)cc2)nc1N,-7.77
CCCc1cc(C(N)=S)ccn1,-0.5
O=C(OC1C[C@@H]2CC3C[C@H](C1)N2CC3=O)c1c[nH]c2ccccc12 (stereo not given in full),-0.57&0.76
COC(=O)Nc1nc2ccc(S(=O)c3ccccc3)cc2[nH]1 (stereo not given),0.2
CN(CCOc1ccc(NS(C)(=O)=O)cc1)CCc1ccc(NS(C)(=O)=O)cc1,-0.09
CC(C)(C(=O)c1cccnc1)c1cccnc1,37.7
O=C1CCc2cc(OCCCCc3nnnn3C3CCCCC3)ccc2N1,-0.2
CC(=O)O[C@@]12CO[C@@H]1C[C@H](O)[C@@]1(C)C(=O)[C@H](O)C3=C(C)[C@@H](OC(=O)[C@H](O)[C@@H](NC(=O)OC(C)(C)C)c4ccccc4)C[C@](O)([C@@H](OC(=O)c4ccccc4)[C@H]21)C3(C)C,0

# The closing four compounds of the part above lead into the next:
SMILES,Dicer inh
CN(CCOc1ccc(NS(C)(=O)=O)cc1)CCc1ccc(NS(C)(=O)=O)cc1,-0.09
CC(C)(C(=O)c1cccnc1)c1cccnc1,37.7
O=C1CCc2cc(OCCCCc3nnnn3C3CCCCC3)ccc2N1,-0.2
CC(=O)O[C@@]12CO[C@@H]1C[C@H](O)[C@@]1(C)C(=O)[C@H](O)C3=C(C)[C@@H](OC(=O)[C@H](O)[C@@H](NC(=O)OC(C)(C)C)c4ccccc4)C[C@](O)([C@@H](OC(=O)c4ccccc4)[C@H]21)C3(C)C,0
CN(C)CCOC(=O)C(c1ccccc1)C1(O)CCCC1 (stereo not given),0.07
CCCN(CCC)C(=O)C(CCC(=O)O)NC(=O)c1ccccc1 (stereo not given),13.6
Nc1cc(=O)[nH]c(N)n1,-1.9
OCC(O)CN1CCN(c2ccccc2)CC1 (stereo not given),-0.61
O=c1[nH]c(-c2ccc(C(F)(F)F)cc2)nc2c1CSCC2,3.41
Cc1nc2c([nH]1)c(=O)n(C)c(=O)n2Cc1ccco1,-0.88
CCCCOC(=O)c1ccc(N)cc1,0.52
CC(=O)N(CC(O)CO)c1c(I)c(C(=O)NCC(O)CO)c(I)c(C(=O)NCC(O)CO)c1I (stereo not given),-0.81
CN(C)CCC[C@@]1(c2ccc(F)cc2)OCc2cc(C#N)ccc21,-0.19
CCN1CC(CCN2CCOCC2)C(c2ccccc2)(c2ccccc2)C1=O (stereo not given),-0.25
Cc1oncc1C(=O)Nc1ccc(C(F)(F)F)cc1,0.13
Cc1ccc(Cc2c(C)nc3c(-c4ccccc4)c(C)[nH]n3c2=O)cc1,-0.86
CN1CCC(=C2c3ccccc3CC(=O)c3sccc32)CC1,0.56
CN1CCN(c2c(F)cc3c(=O)c(C(=O)O)cn4c3c2SCC4)CC1,-0.19
c1ccc(CNCCNCc2ccccc2)cc1,-0.41
O=C(O)CCCCCCCC(=O)O,0.04
CN1CCN(CCCN2c3ccccc3Sc3ccc(S(=O)(=O)N(C)C)cc32)CC1,5.97*
O=C(NCCN1CCOCC1)c1ccc(Cl)cc1,-0.49

# In a second layout: results already given.
molecule	Dicer inh
CC(C)(C(=O)c1cccnc1)c1cccnc1	37.7
O=C1CCc2cc(OCCCCc3nnnn3C3CCCCC3)ccc2N1	-0.2
CC(=O)O[C@@]12CO[C@@H]1C[C@H](O)[C@@]1(C)C(=O)[C@H](O)C3=C(C)[C@@H](OC(=O)[C@H](O)[C@@H](NC(=O)OC(C)(C)C)c4ccccc4)C[C@](O)([C@@H](OC(=O)c4ccccc4)[C@H]21)C3(C)C	0
CN(C)CCOC(=O)C(c1ccccc1)C1(O)CCCC1 (stereo not given)	0.07
CCCN(CCC)C(=O)C(CCC(=O)O)NC(=O)c1ccccc1 (stereo not given)	13.6
Nc1cc(=O)[nH]c(N)n1	-1.9

# 4 compounds picked at random from those above:
SMILES,Dicer inh
c1ccc(CNCCNCc2ccccc2)cc1,-0.41
O=C(NCCN1CCOCC1)c1ccc(Cl)cc1,-0.49
CN1CCN(c2c(F)cc3c(=O)c(C(=O)O)cn4c3c2SCC4)CC1,-0.19
O=C(O)CCCCCCCC(=O)O,0.04
